LYPLA2 counter: LYPLA2 inhibitors, primary screen, counter-screen for PME1 inhibitor project, biochemical, fluorescence polarization, FP-Rh probe ABPP; AID 2177, 2009; recombinant LYPLA2; 320,000 compounds, 0.38% hits; inhibition, % at 5.9 µM; Acyl-protein thioesterase 2 (Homo sapiens), O95372;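 active = inhibition above the screen-wide mean plus 3 SD, limit set per campaign, cut at about 26% in these data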;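 also: 0% = LYPLA2 with DMSO and 100% = wells lacking LYPLA2 enzyme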
Target sequence (O95372 whole entry, looked up): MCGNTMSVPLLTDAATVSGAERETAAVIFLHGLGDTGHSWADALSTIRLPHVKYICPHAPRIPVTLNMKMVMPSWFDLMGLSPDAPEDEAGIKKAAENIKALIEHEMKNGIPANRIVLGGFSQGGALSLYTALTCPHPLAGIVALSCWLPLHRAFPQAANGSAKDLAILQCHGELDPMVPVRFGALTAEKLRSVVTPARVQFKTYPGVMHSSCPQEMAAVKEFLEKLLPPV
GSTO1 inh: inhibitors of recombinant GSTO1, primary screen, counter-screen for RBBP9 inhibitor project, biochemical, fluorescence polarization; AID 1974, 2009; Glutathione S-transferase omega-1 (Homo sapiens), P78417; 300,000 compounds, 1.1% hits; activity-based probe fluorescence polarization; inhibition, % at 5.96 µM;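 active = inhibition above the campaign mean inhibition plus 3 SD, cut at about 35% in these data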;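 also: 0% = GSTO1-1 with DMSO and 100% = wells lacking GSTO1-1 enzyme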
Target sequence (P78417 whole entry, looked up): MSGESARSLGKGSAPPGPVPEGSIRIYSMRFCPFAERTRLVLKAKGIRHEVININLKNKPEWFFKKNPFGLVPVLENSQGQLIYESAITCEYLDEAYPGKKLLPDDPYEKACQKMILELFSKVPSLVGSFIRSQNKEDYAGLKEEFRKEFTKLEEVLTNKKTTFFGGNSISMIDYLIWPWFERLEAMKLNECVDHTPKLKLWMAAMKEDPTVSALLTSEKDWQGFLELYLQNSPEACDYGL
EBNA-1 inhibitor: EBNA-1 DNA-binding inhibitors, primary screen, biochemical, fluorescence polarization; 300,000 compounds, 0.34% hits; inhibition, % at 14.8 µM; AID 1950, 2009; in the data active = inhibition above about 28%
PAFAH1B3 FP inh: PAFAH1B3 enzyme inhibitors, primary screen, biochemical, fluorescence polarization, human; AID 492972, 2010; 340,000 compounds, 0.28% hits; recombinant PAFAH1B3, FP-rhodamine probe; inhibition, % at 3.39 µM; Platelet-activating factor acetylhydrolase IB subunit alpha1 (Homo sapiens), Q15102;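 active = inhibition above the screen-wide average of all tested compounds plus 3 SD, cut at about 25% in these data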;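 also: 0% = enzyme with DMSO only and 100% = wells lacking PAFAH1B3 protein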
PREPL inh: PREPL enzyme inhibitors, primary screen, biochemical, fluorescence polarization | Prolyl endopeptidase-like (Homo sapiens), Q4J6C6 | recombinant PREPL, fluorescence polarization activity-based probe | inhibition, % at 5.96 µM | 320,000 compounds, 0.68% hits | AID 2751, 2010; in the data active = inhibition above about 43%;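 also: 0% = enzyme with DMSO and 100% = wells lacking enzyme; many of its hits are not listed in these tables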
PAFAH2 FP inh: PAFAH2 enzyme inhibitors, primary screen, biochemical, fluorescence polarization, human; recombinant PAFAH2, FP-rhodamine activity probe; Platelet-activating factor acetylhydrolase 2, cytoplasmic (Homo sapiens), Q99487; 340,000 compounds, 0.99% hits; inhibition, % at 3.39 µM;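 active = inhibition above the mean over all tested compounds plus 3 SD, cut at about 30% in these data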;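 also: inhibitors block probe labeling of enzyme so polarization drops; 0% = enzyme with DMSO and 100% = wells lacking PAFAH2 protein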
ZTA counter: blocks Epstein-Barr virus ZTA, an EBNA-1 counter-screen | ZTA-DNA binding, fluorescence polarization | inhibition, % at 11 µM | 320,000 compounds, 0.15% hits; in the data active = inhibition above about 33%
Target sequence (P03206 whole entry, looked up): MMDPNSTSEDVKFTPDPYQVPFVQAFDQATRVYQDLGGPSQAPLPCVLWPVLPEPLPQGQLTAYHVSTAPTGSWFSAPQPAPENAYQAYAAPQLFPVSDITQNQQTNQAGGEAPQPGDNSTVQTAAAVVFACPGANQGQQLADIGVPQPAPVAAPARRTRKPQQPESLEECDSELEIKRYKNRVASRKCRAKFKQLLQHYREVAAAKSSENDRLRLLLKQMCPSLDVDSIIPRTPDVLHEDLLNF
PAD4 inh: human PAD4 inhibitors, primary screen, biochemical, fluorescence polarization, 1536-well format; 330,000 compounds, 0.41% hits; recombinant PAD4, RCA probe fluorescence polarization; Protein-arginine deiminase type-4 (Homo sapiens), Q9UM07; inhibition, % at 6.36 µM;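 active = percent inhibition above a cutoff equal to the mean of all tested compounds plus 3 SD, cut at about 15% in these data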;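 also: 0% = PAD4 with RCA probe and DMSO and 100% = probe without PAD4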
LYPLA1 inh: LYPLA1 inhibitors, primary screen, counter-screen for PME1 inhibitor project, biochemical, fluorescence polarization, FP-Rh probe ABPP; Acyl-protein thioesterase 1 (Homo sapiens), O75608; recombinant LYPLA1; inhibition, % at 5.9 µM; 320,000 compounds, 0.16% hits;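 active = inhibition above the mean of all tested compounds plus 3 SD, set per campaign, cut at about 14% in these data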;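 also: inhibitors block serine hydrolase probe labeling of LYPLA1 so polarization falls; 0% = enzyme with DMSO and 100% = wells lacking LYPLA1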
Target sequence (O75608 whole entry, looked up): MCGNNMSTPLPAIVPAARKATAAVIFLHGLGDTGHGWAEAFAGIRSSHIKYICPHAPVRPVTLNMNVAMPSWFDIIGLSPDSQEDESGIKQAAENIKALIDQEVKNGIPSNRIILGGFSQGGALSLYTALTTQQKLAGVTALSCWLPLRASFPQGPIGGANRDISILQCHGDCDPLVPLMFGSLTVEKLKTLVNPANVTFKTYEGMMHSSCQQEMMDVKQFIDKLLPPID
* hit, by the source's call; nt = no result given.

nr	structure	LYPLA2 counter	GSTO1 inh	EBNA-1 inhibitor	PAFAH1B3 FP inh	PREPL inh	PAFAH2 FP inh	ZTA counter	PAD4 inh	LYPLA1 inh
1	Cc1ccccc1C(=O)OC1OC(=O)C(Cl)=C1Nc1ccc(C(=O)O)cc1 (stereo not drawn)	-3	-6	4	2	-15	20	-5	-6	-1
2	CC(C)n1c(O)c(N=NC(=O)CNC(=O)c2cccnc2)c2ccccc21	2	6	7	2	6	-1	-4	4	4
3	CCOc1ncccc1C(=O)OCC(=O)NCCc1ccc(S(N)(=O)=O)cc1	5	nt	nt	4	7	11	8	-4	0
4	Cn1nnc(NC(=S)NC(=O)/C=C/c2ccco2)n1	-2	23	-10	12	-5	-7	-6	2	0
5	CC(=O)Cn1ncc(N(C)Cc2ccccc2)c(Cl)c1=O	2	-4	3	14	-3	3	1	4	0
6	Cc1[nH]c2ccccc2c1C(=O)C(=O)N1c2ccccc2CC1C (stereo not drawn)	3	-13	-5	1	-3	-3	-3	-1	0
7	COc1ccc(S(N)(=O)=O)cc1C(=O)NNC(=O)C1COc2ccccc2O1 (stereo not drawn)	nt	nt	nt	7	2	-7	nt	1	nt
8	CCOC(=O)CCP(=O)(O)C(O)(c1ccccc1)c1ccccc1	3	7	4	10	8	6	7	2	3
9	COc1cccc(/C=C2\SC(=O)N(CCC(=O)NC3CCS(=O)(=O)C3)C2=O)c1 (stereo not drawn)	-4	8	7	6	7	-1	-7	2	-2
10	O=C(NNC(=O)C1CC(=O)N(Cc2ccccc2)C1)c1ccc(Br)cc1 (stereo not drawn)	1	-4	9	-5	3	-4	14	-9	-2
11	COc1cc(CCCN2C(N)=NC[C@@H]2Cc2ccccc2)cc(OC)c1OC	4	0	4	-4	-14	2	-15	3	3
12	CCOC(=O)c1cncc(C(=O)O)c1	-6	-7	-10	4	7	0	-17	-5	1
13	CC(C)(C)c1ccc(-c2nnc(SCC(=O)O)n2N)cc1	1	-4	-1	9	4	4	-2	0	2
14	CCOc1ccc(C(=O)NCC(=O)N2CCCCCCC2)cc1	-5	nt	nt	11	9	-2	-11	-4	1
15	CCOn1c(=O)c(-c2ccc(C)cc2)[n+]([O-])c2ccccc21	0	-2	-3	5	3	-4	-3	-3	-4
16	CCOc1ccc(NC(=O)CN(C)C(=O)C2CSC3(C)CCC(=O)N23)cc1OCC (stereo not drawn)	-2	nt	nt	3	-6	7	3	-8	2
17	COC(=O)[C@H](C)NC(=O)Nc1ccc(OC)c(OC)c1	9	9	-1	-2	10	6	8	2	4
18	CC1CN(C(=O)/C=C/c2cccc([N+](=O)[O-])c2)CC(C)O1 (stereo not drawn)	12	9	3	4	16	-3	-12	-4	6
19	Nc1nc(SCC(=O)Nc2ncc(C(F)(F)F)cc2Cl)n[nH]1	6	4	3	2	0	-5	-2	0	-1
20	COCCNC(=O)C(=O)NCCN1CCOCC1	5	-6	0	10	14	2	0	0	-4
21	CCc1nc(SCc2ccccn2)[nH]c(=O)c1C	-1	4	-15	7	-6	2	1	-2	2
22	COCCCNC(=O)C(=O)NC1CCCCCC1	-1	2	4	4	2	-4	-1	-4	2
23	CCCCOc1cc(=O)[nH]c(=O)[nH]1	0	3	-11	8	15	0	-1	-4	1
24	COc1ccc(CN/C(C)=C(/C#N)C(N)=O)cc1OC	8	4	10	-2	-2	5	8	-2	4
25	N#CC1=C(N)C(C#N)(C#N)C(c2ccc[nH]2)C2CCCC=C12 (stereo not drawn)	8	22	4	9	19	4	-1	11	9
26	CCOc1cc(C)ccc1OCc1nnc(SCC(=O)c2cccc([N+](=O)[O-])c2)n1CC	-5	3	-3	-6	-13	5	-8	-3	-5
27	COc1ccccc1OCC(=O)Nc1cc(C)ccc1NC(=O)c1ccco1	-2	-2	-8	8	13	3	-19	1	-2
28	CCOc1ccc(/C=C/C2=NNC(=O)CC2)cc1	1	2	-9	6	15	-1	6	-1	-1
29	Cc1nnsc1C(=O)Nc1ccc(S(=O)(=O)N2CCCCC2)cc1	1	-3	-15	1	14	-7	0	4	2
30	Cc1cc(C(=O)NCc2ccco2)c2ccccc2n1	-4	-11	-10	6	6	0	-5	-8	2
31	CCN(CC)S(=O)(=O)c1cc(C(=O)Nc2nncs2)c(Cl)cc1Cl	-2	-6	9	6	10	13	3	1	-1
32	COc1cc(CCC(=O)OCC(=O)Nc2nc(C)c(Cl)cc2Cl)cc(OC)c1OC	7	5	-1	-11	5	-60	14	-1	-2
33	O=C(Nc1nc2cc3c(cc2s1)OCO3)C1CCCCC1	6	1	4	0	-4	1	-7	-6	6
34	CC(C)(C)c1ccc(C(=O)NNC(=O)C2CCCCC2)cc1	0	0	-8	1	-5	-6	-2	0	-1
35	COc1ccccc1N1CCN(C2CCN(C(=O)COc3cccc(C)c3)CC2)CC1	0	5	4	-4	8	3	11	2	1
36	CSC(=NC#N)N1CCN(c2ccccc2)CC1	4	6	2	5	4	-2	11	-4	-3
37	O=C(CNC(=S)NC(=O)c1ccc(Cl)cc1)c1ccccc1	-3	2	10	-6	-3	-2	-1	-1	0
38	Cc1ccc(Cl)cc1N1CCN(CC(O)COC(C)C)CC1 (stereo not drawn)	3	6	-4	-3	-8	1	0	-2	1
39	Cn1c(CCNC(=O)c2ccco2)nc2cc(NC(=O)c3ccco3)ccc21	-3	-2	-4	4	5	-8	5	1	-3
40	COc1cc(CNCc2ccccc2C(F)(F)F)cc(OC)c1	-2	1	1	4	-7	-2	-15	4	-1
41	CC1CN(C(=O)c2ccc(C(=O)c3ccccc3)cc2)CC(C)O1 (stereo not drawn)	7	1	-3	-4	0	6	-3	-1	3
42	CSCCC(NC(=O)c1cccc(S(=O)(=O)N2CCOCC2)c1)C(=O)Nc1cccc(C)c1 (stereo not drawn)	-2	2	-2	0	4	-7	-16	3	-6
43	NC(=O)c1nsc(C(=O)N(c2cccc(F)c2)C(C(=O)NCC2CCCO2)c2ccc3ncccc3c2)c1N (stereo not drawn)	5	4	7	0	-5	-3	7	3	2
44	CCc1nn2c(=O)c(S(=O)(=O)Nc3ccc(Cl)cc3)c(C)nc2s1	5	-1	-5	3	6	9	-1	-3	0
45	O=C(NCCc1cccc(Cl)c1)c1ccc2c(c1)OCO2	5	4	5	2	7	-8	0	-1	0
46	COc1ccc(NC(=O)c2ccc(Oc3ncccn3)cc2)cc1	11	4	5	3	-48	-1	-3	4	-2
47	COc1ccc(NC(=O)CCCC(=O)c2ccccc2)cc1OC	-6	9	0	17	4	2	-14	2	-6
48	CC(C)(C)C(=O)NC1(C(F)(F)F)N=C2SCCN2C1=O (stereo not drawn)	4	-10	-6	-1	-4	20	-5	-3	3
49	S=C(NC1CCCC1)NC1CC1	-3	2	-3	7	2	-7	1	3	-4
50	N=c1oc2ccccc2cc1C(=O)Nc1ccccc1	-4	1	2	5	-7	-14	-13	-2	-6
51	O=C(NCCNS(=O)(=O)c1ccccc1)c1cc(OCC(F)(F)F)ccc1OCC(F)(F)F	-1	1	-8	-1	13	14	6	-8	-1
52	CCN(CC(=O)Nc1ccc(NC(C)=O)cc1)C(=O)CCCN1C(=O)c2ccccc2C1=O	6	6	4	-1	9	1	4	2	0
53	Cc1cccnc1NC(=O)Nc1cccc2ccccc12	-1	0	-3	-1	4	-2	0	1	-5
54	Oc1ccc(Br)cc1-c1ccn[nH]1	-3	2	-1	6	2	0	-1	4	-2
55	C#CCOCCOCCOCCNc1nc(N2CCN(C(=O)C([C@@H](C)O)n3cc([C@@H](N)CCCCN)nn3)CC2)nc(N2CCN(C(=O)[C@H](CCC(=O)O)n3cc([C@@H](N)[C@H](C)CC)nn3)CC2)n1 (stereo partly drawn)	nt	nt	nt	8	22	-7	nt	-1	nt
56	CN1/C(=C/C=N/NC(=O)c2ccc([N+](=O)[O-])cc2)C(C)(C)c2ccccc21	5	10	2	5	-5	-4	-5	0	1
57	COC(=O)c1ccccc1S(=O)(=O)N1CCC(C(=O)N(C)CCOc2ccccc2)CC1	6	-13	11	-2	13	-3	4	-1	1
58	COc1ccc(C(=O)NC2CCN(S(=O)(=O)c3ccccc3F)CC2)cc1	-1	6	4	5	19	-2	-3	3	1
59	COc1cc(OC)cc(-c2nc(-c3ccccc3OC)no2)c1	4	53*	12	18	-5	6	-1	3	0
60	Cc1ccc(C(=O)Nc2ccc(N3CCCC3)cc2)cc1	-4	0	-2	7	2	-4	-2	1	0

Next section.
nr	structure	LYPLA2 counter	GSTO1 inh	EBNA-1 inhibitor	PAFAH1B3 FP inh	PREPL inh	PAFAH2 FP inh	ZTA counter	PAD4 inh	LYPLA1 inh
61	Cc1cc(C)c2ccc(Cl)cc2n1	3	10	-12	-4	-8	3	-8	-2	7
62	COc1ccc2cc3cc(C(=O)N(C)C4CCCCC4)oc3nc2c1	0	-7	12	9	-10	7	-6	-2	6
63	COc1ccc(N2CCN(C(=O)NCc3ccc(OC)c(OC)c3)CC2)cc1	3	0	-9	-8	8	-2	2	-3	0
64	O=S(=O)(c1ccc(Cl)cc1)N1CCN(Cc2ccc(O)c3ncccc23)CC1	-4	0	-1	8	-7	-8	13	5	-4
65	O=C(O)CCCCCn1c(SCC(=O)Nc2ccc(F)cc2)nc2ccsc2c1=O	-4	6	-4	7	13	-2	9	-2	0
66	COC(=O)C(C#N)C(c1cccnc1)c1c(C)[nH][nH]c1=O (stereo not drawn)	6	-6	10	-5	-3	-3	19	-4	3
67	CN1/C(=C\C=C2\N=C(c3ccc(F)cc3)OC2=O)C(C)(C)c2ccccc21	-5	-3	4	-6	-34	-2	6	-41	-6
68	O=C(Cc1ccccc1)NCc1ccc(-n2cccc2)cc1	9	18	10	5	1	-5	-15	0	0
69	CCOC(=O)c1c(C)[nH]c(C)c1C(=O)COC(=O)[C@@H](NC(=O)c1ccccc1OCC)C(C)C	1	-6	4	3	13	-6	2	-6	2
70	Cc1cccc(-n2nc3c(c2NC(=O)c2ccco2)CS(=O)(=O)C3)c1C	3	11	-6	8	13	-1	2	4	0
71	COc1ccc(C(=O)c2sc(Nc3ccccc3)c(C(=O)Nc3ccc(OC)c(OC)c3)c2N)cc1	-2	10	-11	12	14	9	3	-2	-3
72	Cc1cc(C)n2nc(C(=O)OCC(=O)N(CC(C)C)C3CCS(=O)(=O)C3)nc2n1 (stereo not drawn)	nt	nt	nt	1	0	-3	nt	-4	nt
73	CC(C)c1ccc(/C=C2\SC(=O)N(CC(=O)NC3CCS(=O)(=O)C3)C2=O)cc1 (stereo not drawn)	0	-15	-3	3	30	6	4	-2	-3
74	COc1ccc(-n2cc(CN3CCCC3)c(-c3cccc(F)c3)n2)cc1	-4	5	-6	9	-7	1	2	-5	-1
75	NC(=O)c1ccc(N2CCCCC2)c(N2C(=O)C3CC=CCC3C2=O)c1 (stereo not drawn)	-7	3	-2	1	4	1	13	-3	-1
76	N=c1c2c(ncn1Cc1ccco1)Oc1ccc3ccccc3c1C2c1ccccc1 (stereo not drawn)	-53	-21	14	3	11	-7	-6	-4	-22

Source: PubChem BioAssay (The Scripps Research Institute Molecular Screening Center)

A portion of the library. The share of hits here may be higher or lower than overall.
